From PubChem BioAssay
PfG6PD inh: PfG6PD enzyme inhibitors, primary screen, biochemical, fluorescence intensity, uHTS | glucose-6-phosphate dehydrogenase-6-phosphogluconolactonase (Plasmodium falciparum 3D7) | PfGluPho enzyme, NADPH resazurin-diaphorase fluorescence | inhibition, % at 20 µM | 350,000 tested, 0.78% active | AID 504690, 2011;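 active = inhibition reaching at least a set limit at 20 µM in the primary screen, cut at about 59% in these data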;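 also: 0% = DMSO wells with substrate and 100% = DMSO wells lacking glucose-6-phosphate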
mIAP activ: activators of mouse IAP, primary screen, biochemical, luminescence, uHTS. muIAP, CDP-Star luminescence, 30 min; active compounds read high; 1 = vehicle-only enzyme signal, 0 = enzyme-free wells. 330,000 tested, 0.24% active. activation factor at 10 µM. intestinal alkaline phosphatase [Mus musculus];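 active = activation factor of at least 2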; also: the source names both 10 and 20 µM as test concentration; values of inactives mirror those of a sister screen read the other way
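Assay system: mouse IAP enzyme; Reagent: CDP-Star chemiluminescent phosphatase substrate; Compound: DMSO-dissolved test compounds; Incubation: 30 min, room temperature; Technique: luminescence from enzymatic CDP-Star hydrolysis; Controls: DMSO-only wells and no-enzyme negative control.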
hIAP block: human IAP inhibitors, primary screen, biochemical, luminescence, uHTS; purified IAP, CDP-Star luminescence, 30 min; inhibition, % at 10 µM; 330,000 tested, 0.12% active; Intestinal-type alkaline phosphatase (Homo sapiens), P09923; AID 2544, 2010;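 active = inhibition reaching a set limit with compound at 10 µM in the primary screen, cut at about 35% in these data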;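 also: plate controls were DMSO wells with enzyme for no effect and no-enzyme buffer wells for full effect; values of inactives mirror those of a sister screen read the other way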
HKDC1 inh: HKDC1 hexokinase inhibitors, primary screen, biochemical, fluorescence, uHTS; Q2TB90; recombinant HKDC1, G6PDH/diaphorase resazurin coupled fluorescence; inhibition, % at 20 µM; 340,000 tested, 0.16% active; AID 493160, 2011;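 active = inhibition above about 35% when tested at 20 µM, limit read from the data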;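 also: plate controls were DMSO wells with enzyme for no effect and DMSO wells lacking enzyme for full effect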
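Assay system – recombinant HKDC1 (HK5) hexokinase enzyme, produced in-house · Input – HKDC1 at 5 µg/mL · Reagent – glucose plus 1 mM ATP as hexokinase substrates · Timing – 90 min reaction incubation at room temperature, dark · Measured by – G6PDH/diaphorase-coupled fluorescence, 1 mM NADP, 100 µM resazurin, 525/613 nm · Benchmarks – DMSO-enzyme wells negative, buffer-substituted wells positive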
mIAP inh: inhibitors of mouse IAP, primary screen, biochemical, luminescence, uHTS; intestinal alkaline phosphatase [Mus musculus]; 330,000 tested, 0.2% active; purified mouse IAP, CDP-Star luminescence, 30 min; inhibition, % at 10 µM; AID 2806, 2010;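 active = inhibition of at least 40% at 10 µM in the primary screen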;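 also: plate controls were DMSO with enzyme for no effect and no enzyme wells for full effect; values of inactives mirror those of a sister screen read the other way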
ATG4B inhibitor: ATG4B protease inhibitors, primary screen, biochemical, fluorescence, uHTS; 340,000 tested, 0.51% active; inhibition, % at 8.33 µM; Cysteine protease ATG4B (Homo sapiens), Q9Y4P1; ATG4B cleavage of LC3-PLA2, NBD-HPC fluorescence, 1 h; AID 504462, 2011; in the data active = inhibition above about 40%
Target sequence (Q9Y4P1 whole entry, looked up): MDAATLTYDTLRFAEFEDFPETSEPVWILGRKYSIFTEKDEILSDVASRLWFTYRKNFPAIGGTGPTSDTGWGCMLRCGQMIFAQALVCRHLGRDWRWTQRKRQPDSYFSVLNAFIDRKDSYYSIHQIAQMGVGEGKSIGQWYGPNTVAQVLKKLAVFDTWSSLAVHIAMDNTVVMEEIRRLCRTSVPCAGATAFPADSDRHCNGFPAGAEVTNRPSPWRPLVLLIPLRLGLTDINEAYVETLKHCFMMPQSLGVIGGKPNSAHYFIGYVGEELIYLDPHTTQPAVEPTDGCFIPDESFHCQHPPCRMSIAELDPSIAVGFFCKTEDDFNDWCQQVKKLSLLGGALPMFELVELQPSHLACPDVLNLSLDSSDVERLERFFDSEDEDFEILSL
APOBEC3A inh: APOBEC3A ssDNA deaminase inhibitors, primary screen, selectivity assay for APOBEC3G inhibitor project, biochemical, FAM/TAMRA oligo cleavage fluorescence; DNA dC->dU-editing enzyme APOBEC-3A (Homo sapiens), P31941; recombinant A3A, FAM/TAMRA ssDNA deamination fluorescence; inhibition, % at 20 µM; 330,000 tested, 0.41% active;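 active = at least 40% inhibition at 20 µM here, with at most 30% in a related deaminase screen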;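 also: plate controls were A3A with DMSO for no effect and wells lacking A3A enzyme for full effect; some results filed as inactive read as strong as hits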
Target sequence (P31941 whole entry, looked up): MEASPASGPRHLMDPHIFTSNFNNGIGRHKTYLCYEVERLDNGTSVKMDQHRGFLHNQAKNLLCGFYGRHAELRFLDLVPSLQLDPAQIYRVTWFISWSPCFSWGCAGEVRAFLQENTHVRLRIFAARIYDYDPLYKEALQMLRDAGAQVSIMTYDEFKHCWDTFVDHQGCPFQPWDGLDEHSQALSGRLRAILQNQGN
hIAP activ: human IAP activators, primary screen, biochemical, luminescence, uHTS. Intestinal-type alkaline phosphatase (Homo sapiens), P09923. purified human IAP, CDP-Star luminescence, 30 min; active compounds read high; 1 = vehicle-only enzyme, 0 = enzyme-free background. activation factor at 10 µM. 330,000 tested, 0.16% active. AID 2524, 2010;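 active = activation factor of the enzyme at least 2-fold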; also: the source names both 10 and 20 µM as test concentration; values of inactives mirror those of a sister screen read the other way
* hit, by the source's call.

PfG6PD inh,mIAP activ,hIAP block,HKDC1 inh,mIAP inh,ATG4B inhibitor,APOBEC3A inh,hIAP activ,SMILES
8,0.98,2,-1,2,-3,-5,0.98,CCN(CC)S(=O)(=O)c1cc(NC(=O)CO/N=C(\N)c2ccccc2Cl)ccc1C
15,1,-17,-4,-4,-5,4,1.2,Cc1cc(C)nc(NC(=O)Cc2ccc([N+](=O)[O-])cc2)c1
12,0.95,12,-2,5,1,-1,0.88,CCN(CCCNC(=O)C1CCCN(S(=O)(=O)CC)C1)c1cccc(C)c1 (configuration not stated)
-24,1.2,-20,9,-25,-6,3,1.2,NNC(=O)c1ccccc1CO
1,0.95,15,-11,5,-12,1,0.85,C/C(CC(=O)NC(C)(C)C)=N\NC(=O)c1ccco1
12,1,3,-1,0,-8,-3,0.97,CCCCN1CC[C@H]2C=CC[C@@H](C(=O)Nc3ccc(OC)cc3)[C@H]2C1=O
26,0.92,-66,2,8,3,-1,1.7,COc1ccc(-c2cc(-c3cc(C)ccc3O)[nH]n2)cc1
0,0.97,18,-5,3,-2,2,0.82,Cc1c(C)c2ccc(OCC(=O)N3CCN(c4cccc(Cl)c4)CC3)cc2oc1=O
1,0.93,-9,0,7,-8,-1,1.1,COCCNC(=O)C(c1cccs1)N(C(=O)Cn1nnc2ccccc21)c1cccc(C)c1 (configuration not stated)
7,1,0,2,0,17,2,1,CC1(C(=O)NCc2cccnc2)CCC(=O)N1Cc1cccs1 (configuration not stated)
20,0.91,4,3,9,-10,2,0.96,COc1ccc(CCNc2nc(-c3ccco3)cc(C(F)(F)F)n2)cc1OC
15,0.83,0,-1,17,-4,2,1,S=C(c1ccc(-c2ccc(Cl)cc2Cl)o1)N1CCCCC1
18,0.93,-4,-3,7,-6,-1,1,COc1ccc2ccn(S(=O)(=O)c3ccccc3)c2c1
8,1,-5,4,-1,3,4,1.1,C[C@@]12C(=O)N(CC3CC3)CC(=O)N1[C@H](C1CC1)[C@@H]1C(=O)N(c3ccccc3)C(=O)[C@@H]12
15,1,11,2,-2,-11,-2,0.89,COc1ccc([C@H]2CC(=O)C=C(c3ccc4c(c3)OCCO4)C2)cc1
-5,0.99,-14,-4,1,6,0,1.1,O=C(O)Cn1c(=O)c2c(c3ccccc31)CCC2
-1,0.85,15,-3,15,14,-2,0.85,COc1ccc(C(=O)/C=C/c2ccc(O)cc2)c(O)c1CC=C(C)C
11,1,-1,-8,-5,2,-2,1,COC(=O)C(CC(=O)c1ccc(C)cc1)n1nc(C)cc1C (configuration not stated)
6,0.99,7,-8,1,24,0,0.93,O=C(CCS(=O)(=O)Cc1ccccc1F)NCc1ccccc1Cl
14,1.1,-38,-4,-8,-4,-6,1.4,COc1ccc(Cc2nc3ccc(C(=O)N(C)Cc4nccs4)cc3o2)cc1OC
-5,1,-5,-8,-1,-5,-1,1.1,Cc1cnc(NC(=O)CC2CCCC2)s1
6,1,2,-5,-3,2,0,0.98,CCc1ccc(C2C3=C(CC(C)(C)CC3=O)OC3=C2C(=O)CC(C)(C)C3)cc1
9,1,-3,-5,-4,9,-1,1,Nc1nonc1C(=O)NCCNC(=O)c1ccccc1F
5,1.1,0,-5,-6,16,-2,0.99,CC(NC(=O)Cc1ccccc1)C(=O)O (configuration not stated)
-17,1.1,1,-6,-14,-19,-3,0.99,C=COCCNC(=O)Nc1ccc(Cl)cc1Cl
7,1.2,-3,-2,-18,-5,-1,1,O=C(NCCCn1ccnc1)C1CC(c2cccc(Br)c2)=NO1 (configuration not stated)
-5,1.1,-13,2,-7,-8,-3,1.1,CCOc1ccc(C(=O)NCC(=O)N2CC=C(c3ccccc3)CC2)cc1OCC
-13,0.99,-2,-4,1,0,-1,1,CCCc1cc(=O)[nH]c2nnc(SCC(=O)NC3CCCCC3)n12
0,0.83,-3,2,17,-10,-2,1,COCC(C)n1c(C)cc(C(=O)CSc2ncccn2)c1C (configuration not stated)
4,0.99,10,-2,1,-9,0,0.9,N#Cc1ccc(-n2c(-c3ccccc3)nnc2-c2ccccc2)cc1C#N

Four of the entries above in order of their number in mIAP inh, low to high:
PfG6PD inh,mIAP activ,hIAP block,HKDC1 inh,mIAP inh,ATG4B inhibitor,APOBEC3A inh,hIAP activ,SMILES
11,1,-1,-8,-5,2,-2,1,COC(=O)C(CC(=O)c1ccc(C)cc1)n1nc(C)cc1C (configuration not stated)
15,1,-17,-4,-4,-5,4,1.2,Cc1cc(C)nc(NC(=O)Cc2ccc([N+](=O)[O-])cc2)c1
18,0.93,-4,-3,7,-6,-1,1,COc1ccc2ccn(S(=O)(=O)c3ccccc3)c2c1
0,0.83,-3,2,17,-10,-2,1,COCC(C)n1c(C)cc(C(=O)CSc2ncccn2)c1C (configuration not stated)

New compounds follow.
PfG6PD inh,mIAP activ,hIAP block,HKDC1 inh,mIAP inh,ATG4B inhibitor,APOBEC3A inh,hIAP activ,SMILES
-2,0.99,-2,-7,1,0,-1,1,Cn1c(SCC(=O)NC2CCCCC2)nnc1-c1ccccc1F
12,0.83,-21,-5,17,12,7,1.2,Cc1cccc(NC(=S)NC(=O)/C=C/c2ccco2)c1
11,0.97,19,-10,3,-3,0,0.81,CCN(CC)CCn1c(=S)[nH]c2ccccc2c1=O
7,0.93,6,3,7,5,5,0.94,Cc1ccc(N=Nc2ccc(N)cc2C)c(S(N)(=O)=O)c1
-5,0.86,11,-10,14,-7,5,0.89,CCOC(=O)c1c(C)nc(C)c(C(=O)OCC)c1-c1ccc(OC)cc1
21,1.1,-2,-1,-8,3,-3,1,Cc1ccccc1OCC(=O)Nc1ccc2c(c1)OCO2
5,0.82,4,-6,18,-9,-1,0.96,CCCC(=O)NCCc1ccc(S(N)(=O)=O)cc1
4,0.96,13,0,4,-12,3,0.87,NC(=O)C1(N2CCCCC2)CCN(C(=O)c2cccn3c(=O)c4cc(Cl)ccc4nc23)CC1
20,0.83,-7,-4,17,0,-1,1.1,COc1ccccc1N(CCC#N)C(=S)Nc1ccc(S(=O)(=O)N2CCOCC2)cc1
-3,1,16,-9,-3,-13,0,0.84,CC(=O)Nc1ccc(S(=O)(=O)NCc2ccc(C(=O)NC(C)c3ccccc3)cc2)cc1 (configuration not stated)
0,0.96,3,-9,4,-6,-3,0.97,Cc1ccc(CN2CCN(C/C(Cl)=C/c3ccccc3)CC2CCO)o1 (configuration not stated)
-9,0.96,0,-3,4,-3,0,1,NC(=O)c1ccc(NC(=O)COc2cccc3ccccc23)cc1
21,1,-12,-5,-4,4,-3,1.1,CC1CCCCN1C(=O)CSc1nc(N)cc(=O)[nH]1 (configuration not stated)
-36,1,-52,10,-2,-16,-3,1.5,Cc1c(N=C2NC(=O)C(CC(=O)Nc3ccc(Cl)cc3)S2)c(=O)n(-c2ccccc2)n1C (configuration not stated)
-12,1,13,2,-2,1,-3,0.87,O=C(N=C1SC2CS(=O)(=O)CC2N1Cc1ccc(F)cc1)C1CCCO1 (configuration not stated)
-16,1.1,23,6,-8,-3,0,0.77,Cc1cc(Br)c(NC(=O)COC(=O)C2CCCCC2)c(Br)c1
6,0.96,6,-8,4,-4,-5,0.94,COc1cccc(C2c3[nH]c4ccccc4c3C[C@H]3C(=O)N(C4CC4)CC(=O)N23)c1 (some centres not stated)
16,1,-14,-1,-1,-5,-1,1.1,O=C(Cn1c2ccc(F)cc2c2nc3n(c(=O)c21)CCS3)NC1CCCC1
-11,1.1,5,1,-13,3,-6,0.95,COc1cc2sc(C)nc2cc1C
16,1.2,-6,-5,-16,-11,0,1.1,COc1cccc(CNc2ccc3c(c2)ncn3C)c1OC
-8,1,-22,-4,-4,-11,-2,1.2,COc1cc(CNCCc2ccccc2)ccc1OCC(=O)NC(C)(C)C
-9,1,-2,-8,-4,0,4,1,COc1cc(CN(C(=S)NCC(=O)NC2CC2)C2CCCC2)cc(OC)c1OC
0,1,16,-8,0,2,2,0.84,Cc1cccnc1NC(=O)CCCN1C(=O)c2ccccc2C1=O
0,0.92,-21,-5,8,-2,-2,1.2,O=C(CN1C(=O)C2CCCCC2C1=O)Nc1cccc([N+](=O)[O-])c1 (configuration not stated)
5,0.98,-8,-10,2,-1,5,1.1,O=C(CN1C(=O)CC(c2ccco2)Sc2ccccc21)NCc1ccc2c(c1)OCO2 (configuration not stated)
-9,0.94,7,-7,6,-2,-6,0.93,COc1cc(C(=S)N2CCCC2)ccc1OCC(N)=O
0,0.93,22,9,7,-6,-3,0.78,COc1cc(/C=C(\C#N)C(=O)Nc2cccc(C(=O)O)c2)ccc1OCc1ccc(C)cc1
14,0.99,1,6,0,-21,-5,0.99,Nc1ccc2nc(-c3cc(Cl)c(N)c(Cl)c3)[nH]c2c1
-25,1,-14,4,-2,3,-2,1.1,CCOc1ccc(-n2nnnc2SCC(=O)Nc2ccc(NC(C)=O)cc2)cc1
-2,1,16,-12,-1,-3,-9,0.84,O=S(=O)(O)c1nc2ccccc2n1Cc1ccccc1
4,1.1,5,6,-11,-2,10,0.95,NS(=O)(=O)c1ccc(CCNc2nc(CN3CCCCC3)nc3sc4c(c23)CCC4)cc1
-13,0.99,-4,-10,1,0,0,1,O=C(Nc1cccc(C(=O)O)c1)/C(=C\c1ccccc1)NC(=O)c1ccccc1
